High-throughput results deposited in PubChem by The Scripps Research Institute Molecular Screening Center.
MITF primary: MITF inhibitors, primary screen, biochemical, AlphaScreen, human | AlphaScreen MITF homodimerization, bead proximity signal | 650,000 tested, 0.91% active | Microphthalmia-associated transcription factor (Homo sapiens), O75030 | inhibition, % at 2.6 µM; in the data active = inhibition above about 50%;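 note: 0% = vehicle wells with protein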
Target sequence (O75030 whole entry, looked up): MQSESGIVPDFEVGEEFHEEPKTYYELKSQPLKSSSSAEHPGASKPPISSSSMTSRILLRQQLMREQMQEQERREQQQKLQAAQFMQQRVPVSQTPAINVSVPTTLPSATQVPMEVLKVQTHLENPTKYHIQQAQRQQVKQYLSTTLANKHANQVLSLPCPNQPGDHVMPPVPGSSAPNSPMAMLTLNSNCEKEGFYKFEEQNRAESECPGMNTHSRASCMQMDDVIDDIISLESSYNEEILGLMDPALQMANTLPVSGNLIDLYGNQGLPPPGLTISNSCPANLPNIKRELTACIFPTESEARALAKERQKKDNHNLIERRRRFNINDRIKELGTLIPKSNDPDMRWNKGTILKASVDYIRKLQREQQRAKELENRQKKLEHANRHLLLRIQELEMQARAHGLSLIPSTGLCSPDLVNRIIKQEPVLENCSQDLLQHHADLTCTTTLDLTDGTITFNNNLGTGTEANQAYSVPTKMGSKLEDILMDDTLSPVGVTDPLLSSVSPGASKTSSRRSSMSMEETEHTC
GPR151 ag: activators of human GPR151, primary screen, cell-based, PathHunter beta-arrestin, luminescence. G-protein coupled receptor 151 (Homo sapiens), Q8TDV0. PathHunter beta-arrestin GPR151 cells. activation, % at 11.2 µM. 650,000 tested, 1% active. AID 1508602, 2020; in the data active = activation above about 4.9%;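 note: 0% = median of compound wells and 100% = cells with positive control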
Target sequence (Q8TDV0 whole entry, looked up): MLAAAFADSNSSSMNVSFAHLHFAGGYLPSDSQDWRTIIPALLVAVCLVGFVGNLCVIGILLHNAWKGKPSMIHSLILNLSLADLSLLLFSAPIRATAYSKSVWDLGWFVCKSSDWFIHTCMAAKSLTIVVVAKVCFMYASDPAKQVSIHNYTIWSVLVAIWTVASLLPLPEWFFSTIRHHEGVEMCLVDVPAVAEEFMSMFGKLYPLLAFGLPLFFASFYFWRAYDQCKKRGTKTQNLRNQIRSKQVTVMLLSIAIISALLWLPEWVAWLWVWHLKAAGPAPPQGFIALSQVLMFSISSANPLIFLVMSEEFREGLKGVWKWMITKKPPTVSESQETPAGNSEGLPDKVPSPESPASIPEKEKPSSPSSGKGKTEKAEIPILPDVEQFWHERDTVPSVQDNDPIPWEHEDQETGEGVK
TEAD-YAP block: TEAD-YAP interaction inhibition, primary screen, TEAD-YAP interaction inhibitor project, luminescence, HEK-TIYL cells; TEAD-Gal4/YAP UAS-luciferase luminescence; inhibition, % at 9.12 µM; 640,000 tested, 1.4% active; AID 1259422, 2018; in the data active = inhibition above about 32%;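 note: 0% = median of test compound wells and 100% = reference inhibitor wells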
FBW7 activator: FBW7 E3 ligase activators, primary screen, biochemical, AlphaScreen, human; normalized activity (activation), % at 26.1 µM; AlphaScreen FBW7–phospho-cyclin E peptide binding, activator screen; F-box/WD repeat-containing protein 7 (Homo sapiens), Q969H0; 650,000 tested, 0.13% active; in the data active = normalized activity above about 1.9%;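 note: purified mutant Fbw7 with reduced substrate affinity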
Numbers without * were called inactive; . = not tested or not shown.

SMILES	MITF primary	GPR151 ag	TEAD-YAP block	FBW7 activator
CC(=O)N1c2ccc(S(=O)(=O)N3CCCC3C(=O)Nc3ccccc3F)cc2CC1C (configuration not stated)	6.1	-2.2	-5.9	-0.1
CC(=O)Nc1ccc2c(c1)CCN2C(C)=O	-2.5	-0.7	6.7	-0.1
COc1cccc(/C=C2/SC(N3CCOCC3)=NC2=O)c1OC	15.8	-1.8	-11.8	0.2
Cc1cccnc1NC(=O)Nc1ccccc1Cl	-5.5	1.3	-14.2	-0.1
Cc1nnc2c(NCc3ccc4c(c3)OCO4)nc3ccccc3n12	5.7	0.6	-5.0	-0.2
Cc1c(Cl)cccc1NC(=O)/C(C#N)=C/c1ccc(OCC(N)=O)cc1	0.7	3.5	10.1	-0.1
O=C(CN1CCC(c2nc3ccccc3s2)CC1)N1CCN(c2ccccc2F)CC1	24.3	0.6	-2.6	0.1
Cc1ccc2cc(CN(CC3CCCO3)C(=O)CC(C)(C)C)c3nnnn3c2c1 (configuration not stated)	5.9	-0.2	0.1	0.1
COc1ccccc1/C=C(\C#N)c1nc(-c2cc3cc(Br)ccc3oc2=O)cs1	2.0	0.1	9.9	0.1
COC(=O)[C@@H]1C[C@H](NC(=O)c2sccc2C)CN1C/C(C)=C/c1ccccc1	-18.6	-0.8	10.3	-0.1
COc1ccccc1C(=O)Nc1nnc(-c2ccc(Cl)cc2Cl)s1	0.0	0.9	5.4	0.0
COc1cccc(CN2CCc3ccccc3C2)c1O	-9.3	-1.4	-1.5	0.0
CC(=O)NCCOc1nc(N(C)C)nc(N2CCOCC2)n1	-4.1	0.3	-1.9	-0.3
O=C(Cn1nc2ccccc2n1)N/N=C/c1cccc(Oc2ccccc2)c1	1.1	0.7	-12.1	0.0
COC(=O)c1ccc(NC(=O)CSc2nnc3[nH]c(=O)ccn23)cc1	2.1	6.3*	13.6	0.0
CC1=C(C(=O)Nc2ccccc2)C(c2ccco2)C(C#N)=C(SCC(=O)Nc2ccc(C)c(C)c2)N1 (configuration not stated)	12.1	1.2	13.8	0.2
CCc1nc2ccccc2n1CC(=O)Nc1ccc2c(C)cc(C)nc2n1	-14.9	0.1	6.5	-0.2
CC1=C(C(=O)OC(C)C)C(c2ccc(Br)cc2)C2=C(CC(c3ccccc3)CC2=O)N1 (configuration not stated)	11.0	-0.5	12.2	0.1
CC(C)CC1NC2(C(=O)N(C)c3ccccc32)C2C(=O)N(C(C)C)C(=O)C12 (configuration not stated)	-4.1	-1.1	3.1	0.1
O=C1NC(=O)N(c2ccc(O)cc2)C(=O)/C1=C/c1cccc2ccccc12	-8.4	0.8	1.8	-0.2
C#CCCCO/N=C1\C[C@@H](O)[C@@H](O)[C@@H]2[C@@H]3C(=O)N(c4ccc(F)cc4F)C(=O)[C@@H]3CC[C@@H]12	-1.5	0.6	.	-0.1
CCOC(=O)C1(CC2CCCCO2)CCN(C(=O)CCc2c(C)noc2C)CC1 (configuration not stated)	3.3	2.1	-12.8	0.0
CCS(=O)(=O)c1c(S(=O)(=O)CC)c2c3ccccc3ccn2c1C(=O)c1ccccc1	2.5	-0.7	1.1	0.4
Cc1cc(NC(=O)CSc2ccc3nnc(-c4ccncc4)n3n2)no1	-2.2	-0.3	-2.2	-0.3
COc1ccc2c(CNCc3cccs3)c(C(=O)O)[nH]c2c1	16.5	1.9	6.9	0.4
COc1ccc(Cl)cc1Nc1nc(-c2ccc(OC)c(OC)c2)nc2ccccc12	-3.0	2.7	-1.7	0.0
O=C(NC(=S)Nc1ccccc1[N+](=O)[O-])c1ccccc1	15.8	0.2	-6.9	0.7
O=C(/C=C/c1cccc([N+](=O)[O-])c1)Nn1cnc2ccccc2c1=O	-8.5	0.2	3.6	0.2
COc1ccc2nc(-c3ccc(OC)c(NC(=O)c4ccc5ccccc5c4)c3)cn2n1	6.2	1.8	-6.0	0.1
CCOc1ccc(-c2cc(=O)n(CC(=O)Nc3ccccc3F)cn2)cc1	-14.9	2.3	3.2	0.1
CC(C)CCN1C(=O)CC(NNC(=O)c2ccc(F)cc2)C1=O (configuration not stated)	-0.1	5.7*	-8.0	0.1
O=C1C(=O)N(Cc2ccc(CN3C(=O)C(=O)c4ccccc43)cc2)c2ccccc21	0.3	-0.2	5.5	-0.2
Cc1ccc(NC(=O)CSc2nnc(-c3cccc(F)c3)c(-c3cccc(F)c3)n2)cc1Cl	19.7	0.7	-8.3	0.7
Cc1cc(C)c2nc(CC(=O)O)[nH]c2c1	-39.8	0.1	-1.0	-0.1
Fc1cccc2c1OCC(c1nc3ccc(-c4ccncc4)cc3[nH]1)O2 (configuration not stated)	5.9	2.0	-36.8	0.0
Cc1ccccc1CSc1n[nH]c(NS(=O)(=O)c2ccccc2)n1	14.2	-0.1	-10.6	0.2
CCOc1ccc(C2CC(c3ccc(OCC)cc3)n3ncnc3N2)cc1 (configuration not stated)	-1.8	0.5	-0.9	-0.1
Clc1ccc(Oc2ccc(Nc3nc(-c4ccccc4Cl)nc4ccccc34)cc2)cc1	-9.2	0.0	17.8	0.0
COc1ccc(N2C(=O)CSC23C(=O)Nc2ccccc23)cc1 (configuration not stated)	3.9	0.2	7.4	0.1
COc1ccc(/C=N/Nc2snc(SC)c2C#N)cc1OC	1.2	0.7	-41.9	-0.1

Already shown: an excerpt of the list.
SMILES	MITF primary	GPR151 ag	TEAD-YAP block	FBW7 activator
Cc1ccccc1CSc1n[nH]c(NS(=O)(=O)c2ccccc2)n1	14.2	-0.1	-10.6	0.2
CCOc1ccc(C2CC(c3ccc(OCC)cc3)n3ncnc3N2)cc1 (configuration not stated)	-1.8	0.5	-0.9	-0.1
Clc1ccc(Oc2ccc(Nc3nc(-c4ccccc4Cl)nc4ccccc34)cc2)cc1	-9.2	0.0	17.8	0.0
COc1ccc(N2C(=O)CSC23C(=O)Nc2ccccc23)cc1 (configuration not stated)	3.9	0.2	7.4	0.1

Returning to the listing, starting 5 compounds before the break.
SMILES	MITF primary	GPR151 ag	TEAD-YAP block	FBW7 activator
Cc1ccccc1CSc1n[nH]c(NS(=O)(=O)c2ccccc2)n1	14.2	-0.1	-10.6	0.2
CCOc1ccc(C2CC(c3ccc(OCC)cc3)n3ncnc3N2)cc1 (configuration not stated)	-1.8	0.5	-0.9	-0.1
Clc1ccc(Oc2ccc(Nc3nc(-c4ccccc4Cl)nc4ccccc34)cc2)cc1	-9.2	0.0	17.8	0.0
COc1ccc(N2C(=O)CSC23C(=O)Nc2ccccc23)cc1 (configuration not stated)	3.9	0.2	7.4	0.1
COc1ccc(/C=N/Nc2snc(SC)c2C#N)cc1OC	1.2	0.7	-41.9	-0.1
CCOc1ccc(-n2c(CNC(=O)c3cccs3)nnc2SCC(=O)Nc2ccc(OC)cc2)cc1	12.0	-0.2	15.8	0.2
O=C(O)CCC(=O)Nc1ccc2c(c1)Cc1cc(NC(=O)CCC(=O)O)ccc1-2	7.4	0.3	-0.6	0.0
O=C(Nc1ccccc1)Nc1cnn(-c2ccc3c(c2)C(Nc2ccc(N4CCOCC4)cc2)CCC3)c1 (configuration not stated)	15.2	-0.1	-3.3	-0.5
S=C(NCc1ccccc1)NCC(c1ccco1)N1CCCC1 (configuration not stated)	10.6	0.8	3.5	0.1
CC(C)(C)c1ccc(C(=O)N2CCN(c3ccccc3)CC2)cc1	18.4	0.3	-12.2	0.8
CCCCCCCOC1OC(COC(C)=O)C(OC(C)=O)C(OC(C)=O)C1NC(C)=O (configuration not stated)	5.1	0.8	-5.5	0.0
N#CCCn1cc(C(=O)Nc2nccs2)c(-c2cccs2)n1	-1.3	2.7	8.4	-0.1
O=c1c2ccccc2nc(SCc2cccc(Br)c2)n1Cc1ccccc1	7.8	-1.4	0.7	0.0
Cc1ccccc1NC(=O)c1cccc(S(=O)(=O)Nc2ccc(Cl)cc2)c1	3.1	-0.1	8.8	0.1
O=C(NCCc1ccc(O)cc1)c1cccc(NC2CCC(O)CC2)n1 (configuration not stated)	9.4	-0.6	-1.1	-0.1
COc1ccc2oc(=Nc3cccc(F)c3)c(C(=O)Nc3ccccc3)cc2c1	8.7	1.5	-80.2	0.2
CC(=O)c1cccc(OC(=O)c2ccccc2S(=O)(=O)c2ccc([N+](=O)[O-])cc2)c1	18.5	-0.2	0.0	-0.2
O=C(Nc1ccc(F)cc1)c1ccc(Br)o1	20.4	-2.2	-24.0	0.2
COc1cc(Br)cc(/C=C2/NC(=O)N(Cc3ccc(Cl)cc3)C2=O)c1OC	-3.4	0.0	1.4	0.1
O=C(Nc1c2c(nn1-c1ccc(Cl)cc1)CS(=O)(=O)C2)c1ccc(S(=O)(=O)N2CCCC2)cc1	-0.7	0.2	-0.8	-0.1
Nc1ccc(NC(=O)c2ccco2)cc1	17.3	-1.3	-22.9	1.0
COCCn1c(SCc2c(F)cccc2Cl)nc2c1c(=O)[nH]c(=O)n2C	-12.6	1.7	-23.0	-0.1
O=C(NCc1ccccc1)c1cccc(Nc2ccncc2)c1	6.0	0.3	2.4	0.0
c1ccc(-c2cc(N3CCOCC3)nc(-c3ccccn3)n2)cc1	76.9*	3.3	17.8	-0.2
Cc1ccc(S(=O)(=O)N(CC(=O)NC2CC2)c2cc(Cl)ccc2Cl)cc1	13.1	-0.6	0.0	0.5
COc1cc(OC)cc(-n2nc(C(=O)N3CCOCC3)c3ccccc3c2=O)c1	21.0	-0.3	2.4	0.0
Cc1cc2c(c(-c3cnccn3)c1)OC(CNC(=O)c1cn(C)c3ccccc3c1=O)C2 (configuration not stated)	-14.8	4.0	3.6	0.0
COc1ccc(S(=O)(=O)N(CC(=O)NCCSc2ccc(Cl)cc2)c2ccc(C)cc2)cc1OC	20.9	-0.8	-4.4	0.9
CC(C)C(=O)N1CCN(S(=O)(=O)c2ccc3ccccc3c2)CC1	14.8	-0.5	2.3	0.3
CSc1ccccc1NC(=O)NC1(C(F)(F)F)Oc2cc(Cl)c(Cl)cc2O1	-1.1	-1.7	-8.1	-0.2
O=C(Oc1ccc(C2C3CC4CC(C3)CC2C4)cc1)C(C(=O)Oc1ccc(C23CC4CC(CC(C4)C2)C3)cc1)C12CC3CC(CC(C3)C1)C2 (configuration not stated)	11.3	0.3	13.8	0.2
O=C(NCCc1ccccc1)C1C2C=CC3(CN(Cc4ccccc4Cl)C(=O)C13)O2 (configuration not stated)	-16.4	1.0	-5.4	-0.1
O=[N+]([O-])c1ccc2nc(-c3ccc(O)cc3)[nH]c2c1	-2.2	-8.1	-28.5	-0.1
Cc1ccc(C)n1-c1ccc(N2CCOCC2)c(Br)c1	-3.8	2.2	-2.3	0.1
O=C(Cn1c(-c2ccccn2)nc2ccccc21)NCC1CCCO1 (configuration not stated)	-2.2	2.8	-2.1	-0.3
Cc1cccc(-n2c(C)nc3cc(C(=O)NC4CCCC4)ccc32)c1	6.6	-1.5	3.5	-0.2
CCOC(=O)c1sc(NC(=O)C(C)Sc2nnc(CNC(=O)c3cccs3)n2-c2ccc(F)cc2)c(C(=O)OCC)c1C (configuration not stated)	-9.3	-0.9	-6.4	-0.1
O=C(CSc1ncccc1-c1nc2ccccc2[nH]1)N1CCN(C(=O)c2ccco2)CC1	-21.2	-1.2	15.8	-0.1
COc1ccc(C2NN=C(c3ccccc3O)S2)cc1 (configuration not stated)	-8.5	-1.0	-26.3	0.1
CCn1c(=NC(=O)c2ccc(S(=O)(=O)N3CCCC3)cc2)sc2cc(OC)ccc21	-0.6	1.4	0.6	0.0
O=C1c2ccccc2C(=O)N1CCOc1ccccc1F	-1.3	-3.3	-68.7	0.2
O=[N+]([O-])c1cccc(S(=O)(=O)Nc2ccc3ccccc3n2)c1	-0.8	-1.5	-4.0	0.0
COc1cccc(C2C(C#N)=C(N)Oc3c2sc2ccccc32)c1OC (configuration not stated)	14.3	-0.5	-1.7	0.3
O=C(N/N=C/c1cccc(Br)c1)c1cccs1	-2.6	0.1	-61.0	0.0
Fc1ccc(Cl)cc1/C=N/Nc1nc2ccccc2o1	10.2	-0.6	-36.4	-0.2
COc1cc2nc(Nc3ncccn3)nc(Nc3ccc(Oc4ccccc4)cc3)c2cc1OC	-8.7	0.5	1.9	0.0
CCOC(=O)c1c(NC(=O)C(C(C)C)N2C(=O)c3ccccc3C2=O)sc(C)c1C (configuration not stated)	-0.9	-1.2	-4.5	-0.2
COc1cccc(/C=N/NC(=O)C(=O)Nc2cccc(C(F)(F)F)c2)c1OC	16.4	1.5	-6.7	1.0
COc1ccc(OCC(=O)N2c3ccccc3Sc3ccc(C(F)(F)F)cc32)cc1	1.0	3.3	-7.4	-0.1
CCCCOc1ccc(-c2[nH]nc3c2C2(C(=O)N(CC(=O)OC)c4ccccc42)C(C#N)=C(N)O3)cc1 (configuration not stated)	-9.6	2.4	-10.2	0.2
O=C(CSc1nc2ccsc2c(=O)n1Cc1ccccc1Cl)NCCc1ccccc1	6.4	4.5	-3.0	0.0
COc1ccccc1OCC(=O)Nc1ccc(Nc2ccccc2)cc1	-5.1	-0.2	0.6	0.0
CCOc1ccc(-n2cc(-c3ccccc3)c3c(NCC(C)O)ncnc32)cc1 (configuration not stated)	8.5	1.5	9.8	-0.3
